KB-3-1 tox = KB-3-1 parental cell cytotoxicity | AID 1347075 | KB-3-1 viability, CellTiter-Glo ATP luminescence, 72 h | 400,000 compounds, 1.4% hits | Potency, µM (doses to about 46.1 µM), for the others: at the top dose activity change, negative = cytotoxic, actives largely listed as cytotoxic; further: potency means the concentration at half of the fitted maximal effect; on the % scale 0 is the no-effect control and ±100 the full control effect; nearly all actives have a fitted effect of over 60% in size
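Using CellTiter-Glo luminescence, growth of non-resistant KB-3-1 adenocarcinoma cells is assessed 72 h after pin-tool compound addition at 37 °C. Normalized responses across the concentration series yield fitted curves.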
ATXN2 expr inh = reduces ATXN2 reporter expression in HEK-293 cells; Potency, µM (titrated, usually from 57 µM), inactives show at the highest dose activity change, negative = inhibition, actives largely listed as inhibitors; HEK-293 ATXN2-luciferase reporter, luminescence, 24 h; 360,000 compounds, 0.72% hits; further: potency means the concentration at half of the fitted maximal effect; on the % scale 0 is the no-effect control and ±100 the full control effect; nearly all actives have a fitted effect of over 55% in size
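ATXN2-luciferase reporter cells (luciferase flanked by upstream and downstream ATXN2 gene portions) were treated 24 h at 37 °C with compounds at up to 57 uM. SteadyGlo luminescence gave expression; GF-AFC fluorescence gave viability.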
WRN inhibitor = inhibitors of human WRN helicase; WRN helicase unwinding, fluorescent forked duplex, kinetic; Potency, µM (highest dose often 114 µM), inactives show at the top dose activity change, negative = inhibition, usual class: inhibitors; 360,000 compounds, 0.46% hits; AID 651768; further: potency means the concentration at half of the fitted maximal effect; on the % scale 0 is the no-effect control and ±100 the full control effect; nearly all actives have a fitted effect of over 55% in size
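Primary qHTS, 1536-well format. 20 nM WRN + compound, 15 min RT; start with 100 nM forked fluorophore/quencher duplex, 2 mM ATP (final); kinetic read ex 525/em 598 nm.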
KB-V1 MDR tox = kills drug-selected multidrug resistant KB-V1 cells; AID 1347076; KB-V1 MDR cells viability, CellTiter-Glo, 72 h; Potency, µM (doses to about 46.1 µM), inactives show at the highest dose activity change, negative = cytotoxicity, actives largely listed as cytotoxic; 400,000 compounds, 3.4% hits; further: potency means the concentration at half of the fitted maximal effect; on the % scale 0 is the no-effect control and ±100 the full control effect; nearly all actives have a fitted effect of over 60% in size
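KB-V1, DMEM (no phenol red) + 10% FBS; cpd pin-transferred, titration series; 72 h, 37 degrees C; CellTiter-Glo, luminescence. Data normalized, curve-fit.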
IL1B secr inh = blocks inflammasome-driven IL-1 beta release | THP-1 LPS/ATP IL-1B secretion, AlphaLISA, 16 h; active compounds read low | activity change, % at 57.5 µM | 360,000 compounds, 4.7% hits; in the data active means activity change below about -50%; inconclusive means mostly about -30% to -49%; further: on the % scale 0 is the no-effect control and ±100 the full control effect
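Secreted IL-1B measured by AlphaLISA bead assay after 16 h compound exposure of THP-1 cells; compounds (final up to 57.5 uM) added 1 h before LPS (250 ng/mL) and ATP (1.25 mM) stimulation; lower signal means less secretion.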
HT1080NT lethal = kills 2HG-producing HT-1080-NT fibrosarcoma cells; HT-1080-NT fibrosarcoma viability, CellTiter-Glo ATP luminescence, 48 h; 360,000 compounds, 1.6% hits; Potency, µM (series often up to 46.1 µM), for inactives: at the highest dose activity, negative = less viability, actives largely listed as cytotoxic;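 further: NT is the 2HG producing partner of a matched IDH1 knockdown line; potency means the concentration at half of the fitted maximal effect; 0% = DMSO-treated cells and -100% = media-only wells without cells; nearly all actives have a fitted effect of over 55% in size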
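Compounds were tested in concentration-response format on HT-1080-NT cells for 48 hours at 37 degrees C. Cell viability came from CellTiter-Glo luminescence; curves were classified by r2, response magnitude and activity.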
HT1080 IDH1KD tx = HT-1080 IDH1 knockdown cell toxicity (counter line); HT-1080 IDH1 knockdown viability, ATP luminescence, 48 h; 360,000 compounds, 2% hits; Potency, µM (series often up to 46.1 µM), inactives show top-dose activity, negative = toxicity, usual class: cytotoxic;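 further: potency means the concentration at half of the fitted maximal effect; 0% = DMSO wells and -100% = cell-free medium wells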
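Using the IDH1-knockdown HT-1080 line run in the same batch and compound series as the NT line, viability after 48 h at 37 °C was determined by CellTiter-Glo luminescence and expressed as % activity.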
MCF10A rereplic = DNA re-replication induction in MCF 10a cells | MCF 10A DNA re-replication, Hoechst nuclear intensity, 48 h | Potency, µM (doses to about 46.1 µM), for the others: top-dose activity, positive = re-replication, actives largely listed as activators | 350,000 compounds, 2.9% hits; further: potency means the concentration at half of the fitted maximal effect; % of control where 0% means no effect; nearly all actives have a fitted effect of over 50% in size
SW480 rereplic = inducers of DNA re-replication in SW480 colon cancer cells. 340,000 compounds, 1.8% hits. SW480 DNA re-replication, Hoechst DNA content imaging, 48 h. AID 624297. Potency, µM (top dose mostly 46.1 µM), inactives show top-dose re-replication activation, most hits filed as activators; further: potency means the concentration at half of the fitted maximal effect; % of control where 0% means no effect; nearly all actives have a fitted effect of over 55% in size
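Hoechst fluorescence of nuclei (405 nm excitation, 500-530 nm emission) measured by plate-scanning imager after 48 hr compound exposure at 37 C; re-replication scored as increased number of nuclei with elevated intensity.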
* marks the source's active call; other numbers are inactive results; ? = inconclusive; nt = no result given; [ ] = remark or other dose. Unless noted, the call rests on the fitted dose curve; in most records, active means well fitted curve in the direction sought with a large enough effect; inconclusive means small, poorly fitted or top-dose-only effect, or another doubt; inactive means no such curve, though single readings can be large; an effect the other way counts as inactive or inconclusive.

Below each compound – WRN inhibitor	SW480 rereplic	ATXN2 expr inh	IL1B secr inh	MCF10A rereplic	KB-3-1 tox	HT1080NT lethal	HT1080 IDH1KD tx	KB-V1 MDR tox
CCC[C@@H]1C[C@@H](C(=O)NC(C(C)Cl)[C@H]2O[C@H](SC)[C@H](O)[C@@H](O)[C@H]2O)N(C)C1 (stereo partly drawn)
 : -2%	-13%	1%	-3	2%	0%	23%	3%	-6%
COc1ccc2oc(=O)c(C(=O)Nc3ccccc3-c3ccccc3)cc2c1
 : -2%	-2%	-10%	13	2%	-12%	-1%	19%	-1%
O=S(=O)(c1ccccc1)C1(C2CC(c3ccccc3)=NO2)CC(O)C1 (stereo not drawn)
 : 12%	-8%	10%	-2	-1%	10%	19%	19%	4%
Cn1c(CCc2ccccc2)nnc1SCC(=O)N1CCCC1
 : -4%	-2%	0%	0	-3%	-2%	7%	9%	3%
O=C(Oc1cccc2ccccc12)c1cc(Cl)nc2ccccc12
 : 12%	-9%	-16%	20	-7%	3%	6%	6%	8%
O=C1CCC([N+](=O)[O-])C(c2ccc(C(F)(F)F)cc2)N1 (stereo not drawn)
 : -16%	-14%	8%	1	9%	13%	10%	6%	2%
NS(=O)(=O)c1ccc(CCNC(=O)c2ccc3c(c2)OCCO3)cc1
 : -3%	-5%	5%	5	-3%	4%	10%	12%	0%
COc1c(C)cc(C(=O)C2CCCN(C(=O)CCCn3cncn3)C2)cc1C (stereo not drawn)
 : 1%	-5%	2%	39	-5%	-4%	0%	-2%	-3%
CCCc1cnc(N2CCN(S(C)(=O)=O)CC2)nc1
 : 1%	2%	nt	-2	3%	0%	0%	3%	11%
COc1ccc(C(=O)Nc2cc(C)c(NC(=O)c3ccccn3)cn2)cc1
 : -25%	1%	-7%	-16	-7%	-14%	-12%	-12%	-37%
CN1C(=O)N(CC(=O)Nc2ccc3c(c2)OCO3)C(=O)C12CCCCC2
 : 1%	nt	nt	-17	nt	1%	0%	-2%	4%
CC(C)Oc1ccc(Cc2cnc(N)nc2N)cc1
 : 23%	0%	-7%	28	-1%	-9%	2%	0%	-28%
Cc1ccc(-c2ccc(/C=C3\C(=O)ON=C3c3ccccc3)o2)c([N+](=O)[O-])c1
 : 40µM*	?	?	-107*	?	15%	?	-24%	-12%
Cc1nc2c(OCc3ccc(C(F)(F)F)cc3)cccn2c1N(C)C(=O)CCC1CCCC1
 : -15%	nt	32µM*	-11	nt	?	?	?	?
CCOc1ccc(N=C2NN=C(c3cc(C)n(CC4CCCO4)c3C)CS2)cc1 (stereo not drawn)
 : 8%	4%	9%	23	7%	-4%	-4%	-4%	?
O=C(O)c1cc(N/C(=N\S(=O)(=O)c2ccc(F)cc2)c2ccccc2)ccc1O
 : 0%	-4%	4%	10	2%	15%	7%	3%	-1%
Cc1cc(C2=NNC(=NC3CC3)SC2)c(C)n1Cc1ccco1
 : -15%	nt	?	6	6.5µM*	3.3µM*	7.3µM*	7.3µM*	5.2µM*
O=C(Nc1cccc(Cl)c1N1CCCC1)c1cc2ccccc2o1
 : -20%	-7%	71%[activator]	28	21µM*	0%	?	?	-27%
O=C(COc1ccccc1)Nc1ccc(CN2CCCCC2)cc1
 : -4%	?	-13%	-13	-1%	11%	-20%	24%	?
CCOC(=O)CSc1nnc(NC(=O)c2ccco2)s1
 : 5%	-4%	nt	-18	-8%	0%	-2%	2%	33%
CS(=O)(=O)c1ccc(CNC(=O)C2(C(F)(F)F)C/C(=C/CCO)CCCO2)cc1 (stereo not drawn)
 : 5%	-9%[9.22 µM]	5%	-3	-8%	3%	-2%	0%	7%
COc1cc(/C=N/Nc2nc(C)cc(=O)[nH]2)cc(OC)c1O
 : -13%	3%	7%	29	-1%	12%	13%	9%	9%
CCCN(CCC)S(=O)(=O)c1ccc(C(=O)NCc2ccco2)cc1
 : -31%	4%	-5%	-16	?	0%	2%	0%	-9%
CCCn1nnc(NC(=S)NC(=O)/C=C/c2ccco2)n1
 : ?	-65%[inhibitor]	1%	-1	?	?	-1%	3%	-4%

Only HT1080NT lethal, KB-3-1 tox and ATXN2 expr inh (6 entries from above):
| structure | HT1080NT lethal | KB-3-1 tox | ATXN2 expr inh |
| --- | --- | --- | --- |
| CC(C)Oc1ccc(Cc2cnc(N)nc2N)cc1 | 2% | -9% | -7% |
| Cc1ccc(-c2ccc(/C=C3\C(=O)ON=C3c3ccccc3)o2)c([N+](=O)[O-])c1 | ? | 15% | ? |
| Cc1nc2c(OCc3ccc(C(F)(F)F)cc3)cccn2c1N(C)C(=O)CCC1CCCC1 | ? | ? | 32µM* |
| CCOc1ccc(N=C2NN=C(c3cc(C)n(CC4CCCO4)c3C)CS2)cc1 (stereo not drawn) | -4% | -4% | 9% |
| O=C(O)c1cc(N/C(=N\S(=O)(=O)c2ccc(F)cc2)c2ccccc2)ccc1O | 7% | 15% | 4% |
| Cc1cc(C2=NNC(=NC3CC3)SC2)c(C)n1Cc1ccco1 | 7.3µM* | 3.3µM* | ? |

Whole records as entered above. Order of values: WRN inhibitor, SW480 rereplic, ATXN2 expr inh, IL1B secr inh, MCF10A rereplic, KB-3-1 tox, HT1080NT lethal, HT1080 IDH1KD tx, KB-V1 MDR tox
Profile of CN1C(=O)N(CC(=O)Nc2ccc3c(c2)OCO3)C(=O)C12CCCCC2 : 1%, nt, nt, -17, nt, 1%, 0%, -2%, 4%
Profile of CCOc1ccc(N=C2NN=C(c3cc(C)n(CC4CCCO4)c3C)CS2)cc1 (stereo not drawn) : 8%, 4%, 9%, 23, 7%, -4%, -4%, -4%, ?
Profile of CCCc1cnc(N2CCN(S(C)(=O)=O)CC2)nc1 : 1%, 2%, nt, -2, 3%, 0%, 0%, 3%, 11%

A second format for part of the listing above.
SMILES: O=C(O)c1cc(N/C(=N\S(=O)(=O)c2ccc(F)cc2)c2ccccc2)ccc1O
  WRN inhibitor: 0%	SW480 rereplic: -4%	ATXN2 expr inh: 4%	IL1B secr inh: 10	MCF10A rereplic: 2%	KB-3-1 tox: 15%	HT1080NT lethal: 7%	HT1080 IDH1KD tx: 3%	KB-V1 MDR tox: -1%

SMILES: COc1cc(/C=N/Nc2nc(C)cc(=O)[nH]2)cc(OC)c1O
  WRN inhibitor: -13%	SW480 rereplic: 3%	ATXN2 expr inh: 7%	IL1B secr inh: 29	MCF10A rereplic: -1%	KB-3-1 tox: 12%	HT1080NT lethal: 13%	HT1080 IDH1KD tx: 9%	KB-V1 MDR tox: 9%

Screening data as filed in PubChem.
